# Screening results (PubChem BioAssay)
# FUS yeast rescue: qHTS for Suppressors of FUS Proteinopathy: Primary screen using FUS-linked yeast assay; 390,000 tested, 0.24% active; Potency, µM (highest dose often 76.6 µM), inactives show at the highest dose growth rescue (activation), usual class: activators; AID 1347120, 2019; S. cerevisiae FUS-expressing, growth rescue, OD600, 24 h;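 further: potency means the concentration at half of the fitted maximal effect; plate controls were DMSO vehicle for no effect and reference control for full effect; nearly all actives have a fitted effect of over 55% in size; some results filed as inactive show a strong effect at the top dose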
#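 Toxicity suppression screen in FUS-yeast. Cells induced with 2% galactose, starting OD 0.005, treated 24hr at 30C with compounds at multiple final concentrations; growth by OD600.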
# Abeta rescue: qHTS for compounds that reverse cellular toxicity of Amyloid beta (A-beta) peptide in yeast: Primary Screen; yeast expressing A-beta42, growth rescue, OD600, 48 h; response scale: 0% DMSO, 100% iron-clioquinol control; 410,000 tested, 0.063% active; Potency, µM (doses to about 46.1 µM), for inactives: at the highest dose growth rescue, actives largely listed as activators; AID 1347071, 2019; further: potency means the concentration at half of the fitted maximal effect; nearly all actives have a fitted effect of over 55% in size
#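 Yeast A-beta toxicity model in growth medium with pinned compounds, 48 h at 30 C; growth read as absorbance at 600 nm. Normalized to FeCl3/clioquinol equimolar mix (positive) and DMSO (negative).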
# TDP43 rescue: qHTS of TDP-43 Inhibitors; TDP-43 expressing yeast growth rescue, BacTiter-Glo, 24 h; Potency, µM (highest dose often 46.1 µM), for inactives: at the highest dose growth rescue (activation), actives largely listed as activators; 410,000 tested, 1.8% active; AID 652104, 2013; further: potency means the concentration at half of the fitted maximal effect; % of control where 0% means no effect; nearly all actives have a fitted effect of over 50% in size
#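 Luminescence from BacTiter-Glo reports growth of TDP-43-expressing yeast after 24 hr at 30 deg C with compound. Cells were raffinose-pregrown to mid-log, then seeded in galactose medium at OD600=0.02.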
# GLP-1R agonist: qHTS of GLP-1 Receptor Agonists. Glucagon-like peptide 1 receptor (Homo sapiens), P43220. HEK293 GLP-1R CRE-luciferase, luminescence, 4-6 h; cells express a hypersensitive GLP-1R form. Potency, µM (series often up to 45.6 µM), for the others: at the highest dose activation, most hits filed as activators. 380,000 tested, 0.007% active. AID 624172, 2012; further: potency means the concentration at half of the fitted maximal effect; % of control where 0% means no effect
# pAkt inh: HTS Assay for Inhibitors of Akt Phophorylation: Primary Screen | AID 651550, 2012 | 360,000 tested, 0.32% active | Neuro2A IGF-stimulated pAkt S473 HTRF, 20 min; stronger effect = lower value | activity change, % for hits at 50 µM; in the data active means activity change below about -80%; inconclusive means mostly about -51% to -80%; further: on the % scale 0 is the no-effect control and ±100 the full control effect
#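 Neuro2A cells (4,500/well, DMEM with 0.5% FBS) were treated with compound at a single 50 µM final concentration, stimulated with 6 nM IGF for 20 min at 37 °C, and lysed. Phospho-Akt Ser473 was read by HTRF as 665/615 ratio ×10^4.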
# D3 antag: qHTS of D3 Dopamine Receptor Antagonist: qHTS. D(3) dopamine receptor (Homo sapiens), P35462. D3R cells, DiscoveRx beta-arrestin luminescence, antagonist mode; stronger effect = lower value. 360,000 tested, 2.5% active. max response, negative = inhibition, %; in the data active means max response below about -50%; inconclusive means no clear call, values can overlap the other calls; further: on the % scale 0 is the no-effect control and ±100 the full control effect; mostly tested at two doses, the higher about 12 µM
# Target sequence (P35462 whole entry, looked up): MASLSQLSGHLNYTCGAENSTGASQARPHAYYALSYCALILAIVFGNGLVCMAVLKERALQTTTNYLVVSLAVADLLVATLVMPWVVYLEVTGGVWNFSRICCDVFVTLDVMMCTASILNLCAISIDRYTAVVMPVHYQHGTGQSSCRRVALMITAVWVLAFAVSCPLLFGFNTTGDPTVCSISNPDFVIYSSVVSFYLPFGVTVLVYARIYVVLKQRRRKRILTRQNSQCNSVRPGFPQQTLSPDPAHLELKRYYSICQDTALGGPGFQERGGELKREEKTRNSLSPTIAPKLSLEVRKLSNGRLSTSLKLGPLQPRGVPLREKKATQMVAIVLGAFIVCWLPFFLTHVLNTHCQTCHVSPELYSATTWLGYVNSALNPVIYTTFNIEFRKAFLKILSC
#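 Cells plated overnight at 1500 cells/well, then exposed to library compounds with dopamine controls for 90 minutes at 37 degrees C. DiscoveRx reagent added for 30–60 minutes at room temperature; luminescence read, quantitative HTS format.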
# aSyn yeast inh: qHTS of alpha-syn Inhibitors. Yeast expressing alpha-synuclein, growth rescue, BacTiter-Glo, 24 h. Potency, µM (top dose mostly 46.1 µM), for the others: top-dose growth rescue (activation), actives largely listed as activators. 370,000 tested, 0.14% active; further: potency means the concentration at half of the fitted maximal effect; % of control where 0% means no effect; nearly all actives have a fitted effect of over 65% in size
#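 Screening used galactose-induced yeast with toxic alpha-synuclein levels, exposed to compound for 24 hr at 30 deg C. Cell growth, read with BacTiter-Glo luminescence, gave the measured signal.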
# PTHR1 ag: qHTS for PTHR1 Agonists: Primary Screen; HEK293 GP2 PTHR1 cells, GloSensor cAMP luminescence, 1 h; AID 743266, 2014; Parathyroid hormone/parathyroid hormone-related peptide receptor (Homo sapiens), Q03431; 410,000 tested, 0.075% active; Potency, µM (titrated, usually from 115 µM), for inactives: at the highest dose activation, actives largely listed as activators; further: potency means the concentration at half of the fitted maximal effect; nearly all actives have a fitted effect of over 55% in size; some results filed as inactive show a strong effect at the top dose; inactives centre near -15; many of its hits are not listed in these tables
# Target sequence (Q03431 whole entry, looked up): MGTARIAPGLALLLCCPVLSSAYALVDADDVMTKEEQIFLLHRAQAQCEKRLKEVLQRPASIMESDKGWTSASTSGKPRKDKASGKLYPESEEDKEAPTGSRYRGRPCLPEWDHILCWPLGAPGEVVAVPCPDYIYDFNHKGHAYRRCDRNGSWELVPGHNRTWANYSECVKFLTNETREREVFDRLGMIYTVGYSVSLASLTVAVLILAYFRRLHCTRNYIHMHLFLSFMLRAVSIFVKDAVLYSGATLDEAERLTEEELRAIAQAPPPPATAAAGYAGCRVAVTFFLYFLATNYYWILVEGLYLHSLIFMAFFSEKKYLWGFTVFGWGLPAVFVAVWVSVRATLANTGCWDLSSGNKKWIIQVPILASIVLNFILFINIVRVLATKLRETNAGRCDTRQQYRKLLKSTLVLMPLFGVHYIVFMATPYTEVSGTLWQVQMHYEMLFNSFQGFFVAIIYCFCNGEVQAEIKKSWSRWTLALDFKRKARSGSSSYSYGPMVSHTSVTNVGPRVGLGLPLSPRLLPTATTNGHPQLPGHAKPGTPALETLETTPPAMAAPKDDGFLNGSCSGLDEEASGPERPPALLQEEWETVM
#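 HEK-293-derived GP2 cells expressing PTHR1 and a GloSensor cAMP reporter, 3,000/well, plated overnight, given luciferin plus IBMX (each 0.5 mM as added) for 1 h at 37 °C, then compound for 1 h at 37 °C. Luminescence was read after 15 min at room temperature.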
# GLP1R inv ag: qHTS of GLP-1 Receptor Inverse Agonists (Inhibition Mode). Glucagon-like peptide 1 receptor (Homo sapiens), P43220. HEK293 GLP-1R CRE-luciferase, luminescence, 24 h; GLP-1R form is constitutively active. Potency, µM (series often up to 38.3 µM), for the others: top-dose activity change, negative = inhibition, usual class: inhibitors. 410,000 tested, 1.6% active. AID 624417, 2012; further: potency means the concentration at half of the fitted maximal effect; on the % scale 0 is the no-effect control and ±100 the full control effect; nearly all actives have a fitted effect of over 55% in size
#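 qHTS in 1536-well format: reporter HEK293 cells expressing constitutive GLP-1R activity in DMEM + 10% Nu serum, 24 hr with compounds at 37 deg C, luminescence read after 12 min with detection reagent.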
# An asterisk follows results filed as active; i = inactive; ? = inconclusive; / = not tested or not shown; [ ] = remark or other dose. Unless noted, the call rests on the fitted dose curve; in most records, active means well fitted curve in the direction sought with a large enough effect; inconclusive means small, poorly fitted or top-dose-only effect, or another doubt; inactive means no such curve, though single readings can be large; an effect the other way counts as inactive or inconclusive. Some of the compounds tested; rates above refer to the full screens.
SMILES,FUS yeast rescue,Abeta rescue,TDP43 rescue,GLP-1R agonist,pAkt inh,D3 antag,aSyn yeast inh,PTHR1 ag,GLP1R inv ag
O=C(CCN1C(=O)c2ccccc2S1(=O)=O)Nc1ccc(F)c(F)c1F,-6%,-5%,-12%,8%,i,0,-3%,i,0%
Cc1cc(C)n2nc(C(=O)OCC(=O)N(CCC#N)c3ccc(F)cc3)nc2n1,-6%,1%,10%,-9%,i,-19,-1%,-22%,2%
COc1ccc(NC(=O)C2=Cc3cccc(OC)c3OC2)cc1,1%,-8%,?,12%,i,0,-2%,i,?
N#CCSc1nnc(-c2ccccc2O)n1CCc1ccccc1,14%,-3%,-1%,-8%,i,-4,-4%,i,-29%
CC(NC(=O)COC(=O)c1ccc2c(c1)S(=O)(=O)N=C1CCCCCN12)C12CC3CC(CC(C3)C1)C2 (configuration not stated),-6%,4%,-4%,21%,i,4,0%,?,7%
O=C(CNC(=O)c1ccncc1)N/N=C/c1cc(Br)ccc1O,/,5%,0%,-1%,i,15,8%,i,2%
CC(c1ccco1)N(C(=O)c1ccccc1NS(=O)(=O)c1ccc(Cl)c([N+](=O)[O-])c1)c1ccccn1 (configuration not stated),40%,1%,-12%,-28%,i,-24,-1%,-61%[inhibitor],?
COc1cccc(-c2cnc(C(O)c3ccc(Cl)c(Cl)c3)[nH]2)c1 (configuration not stated),3%,-12%,-9%,-6%,i,-5,-9%,-10%,?
CC(C)(C)n1nnnc1CN1CCN2CCCC2C1 (configuration not stated),-23%,4%,0%,-8%,i,-2,-11%,i,?
CCOC(=O)NC(=O)/C(C#N)=C\Nc1sccc1C(=O)OC,36%,1%,-19%,6%,i,0,3%,-7%,36%[activator]
CCOc1cc(/C=N/Nc2nn3cnnc3c3ccccc23)ccc1O,-18%,-9%,-1%,13%,i,-19,-21%,21%,-1%
CNC(=O)CC1C(=O)N(c2ccc(Cl)cc2)C(=S)N1NC(=O)c1cccc(F)c1 (configuration not stated),-14%,-18%,8%,-3%,i,-4,-14%,-4%,5%
O=C(CSc1nc2ccccc2c(=O)n1CCCN1CCOCC1)c1c[nH]c2ccccc12,19%,-13%,-17%,4%,i,-1,-2%,i,?
CCCN(CCC)S(=O)(=O)c1ccc(C(=O)Nc2cccc(-c3nc4ccccc4[nH]3)c2)cc1,30%,8%,11%,/,/,/,/,i,?
Cc1ccc2oc3c(c(=O)c2c1)C(c1cccc(O)c1)N(c1ccccn1)C3=O (configuration not stated),-14%,-13%,7%,0%,i,0,0%,i,-19%
O=C(Nc1ccc(Cl)c(Cl)c1)OCc1cncs1,0%,?,27%,8%,i,?,2%,-53%[57.5 µM],?
CC1Cc2ccccc2N1C(=O)c1cc2sccc2n1Cc1ccccc1 (configuration not stated),24%,?,-4%,-5%,i,9,1%,i,?
CN(CC(CC(=O)O)c1ccccc1)S(=O)(=O)c1ccc(Br)cc1 (configuration not stated),8%,4%,6%,-2%,i,0,3%,i,2%
CC(C)CC(=O)N1CCC(O)(CS(=O)(=O)c2ccc(Cl)c(Cl)c2)CC1,4%,-7%,-1%,1%,i,3,-3%,i,8%
Cc1noc(C)c1C(=O)OC(C)C(=O)N(C)c1ccccc1 (configuration not stated),2%,5%,31%,-3%,i,8,1%[1.84 µM],i,2%
O=C(CCc1ccc(O)cc1)N/N=C/c1coc2ccccc2c1=O,4%,-92%[inhibitor],0%,4%,i,-17,-14%,0%,-6%
Clc1ccc(OCCN2CCCCC2)c(Cl)c1,-24%,-6%,-24%,-1%,i,-176*,15%,-5%[57.5 µM],0%
O=C(CSc1nc2c(c(=O)[nH]1)CN(Cc1ccc3c(c1)OCO3)CC2)Nc1ccc(F)c(F)c1,22%,-11%,2%,/,/,/,/,i,5%
COc1ccc(S(=O)(=O)n2nc(C)cc2C)cc1OC,-7%,24%,11%,13%,i,5,-5%,i,22%
CCC(=O)Nc1c(-c2ccc(OC)cc2)c(=O)c2ccccc2n1C,10%,15%,8%,-1%,i,-7,2%,-9%,1%
CC(=O)N1CCc2cc(S(=O)(=O)NC(CC(C)C)C(=O)Nc3cc(C(=O)O)ccc3C)ccc21 (configuration not stated),38%,15%,0%,-1%,i,-2,11%,-28%,3%
O=C1CC(C(=O)N2CCN(c3ccccn3)CC2)CN1Cc1ccccc1Cl (configuration not stated),-4%,21%,6%,1%,i,-5,1%,-4%,11%
O=C(Nc1c(C(=O)c2ccccc2)oc2ccccc12)c1cc(=O)c2ccccc2o1,-16%,-6%,26%,/,/,/,/,-23%,21%
Clc1ccc(Br)cc1-c1nc(-c2ccncc2)no1,-3%,-4%,?,-11%,i,13,3%,-6%[57.5 µM],7%
CCOC(=O)c1[nH]c(C)c(CCC(=O)N2CCN(c3cc(C)ccc3C)CC2)c1C,27%,5%,0%[9.22 µM],/,/,/,/,-49%,?

# 5 compounds picked at random from the list so far, as already listed:
SMILES,FUS yeast rescue,Abeta rescue,TDP43 rescue,GLP-1R agonist,pAkt inh,D3 antag,aSyn yeast inh,PTHR1 ag,GLP1R inv ag
COc1ccc(S(=O)(=O)n2nc(C)cc2C)cc1OC,-7%,24%,11%,13%,i,5,-5%,i,22%
CN(CC(CC(=O)O)c1ccccc1)S(=O)(=O)c1ccc(Br)cc1 (configuration not stated),8%,4%,6%,-2%,i,0,3%,i,2%
CCC(=O)Nc1c(-c2ccc(OC)cc2)c(=O)c2ccccc2n1C,10%,15%,8%,-1%,i,-7,2%,-9%,1%
Clc1ccc(OCCN2CCCCC2)c(Cl)c1,-24%,-6%,-24%,-1%,i,-176*,15%,-5%[57.5 µM],0%
O=C(CSc1nc2c(c(=O)[nH]1)CN(Cc1ccc3c(c1)OCO3)CC2)Nc1ccc(F)c(F)c1,22%,-11%,2%,/,/,/,/,i,5%

# The list continues:
SMILES,FUS yeast rescue,Abeta rescue,TDP43 rescue,GLP-1R agonist,pAkt inh,D3 antag,aSyn yeast inh,PTHR1 ag,GLP1R inv ag
Cc1ccc(Nc2nnc(SCn3nnc4ccccc4c3=O)s2)cc1,16%,-15%,-21%,1%,i,7,-15%,-12%,?
c1ccc2c(c1)CN1CCCC1=N2,23%,-11%,-9%,12%,i,-3,-1%,-20%,-18%
COc1cc(CN2CCNC(=O)C2CC(=O)NCCCC2CCCC2)cc(OC)c1 (configuration not stated),?,9%,0%,2%,i,12,1%,5%,?
CC(C)=CCCC(C)N(C=O)C(C)CCC=C(C)C (configuration not stated),28%,14%,-9%,-5%,/,0,1%,i,?
N=c1n(Cc2ccccc2Cl)c2ccccc2n1CC(O)c1ccco1 (configuration not stated),3%,7%,0%,-7%,i,11,0%,-24%,14%[0.307 µM]
CN(CC(=O)Nc1ccccc1C(=O)Nc1ccccc1)C1CCCCC1,-5%,0%,0%,-1%,i,13,-1%,-23%,-7%
COc1cccc(CNC(=O)C2=Cc3cccc(OC)c3OC2)c1,-7%,-1%,-6%,7%,i,-3,-13%,-6%,3%
CC(C)C(OC(=O)c1nsc(Cl)c1Cl)C(=O)NC1CCCCC1 (configuration not stated),1%,-1%,-7%,16%,i,-5,-2%,-1%,-12%
CC(C)OC(=O)CCCN1C(=O)c2ccc(N)cc2C1=O,-19%,22%,17%,11%,i,8,0%,i,9%
Cc1ccc(-n2nnnc2SCC(=O)Nc2ccccc2N2CCCCC2)cc1C,5%,2%,-7%,0%,i,2,1%,-17%[57.5 µM],?
COc1ccc(C(=O)N2CCCC(N3CCN(c4ccccc4F)CC3)C2)c(OC)n1 (configuration not stated),1%,14%,?,5%,i,-20,-3%,-10%,?
O=C(Nc1cnn(Cc2ccccc2)c1)c1nc2ncccn2n1,-1%,7%,2%,0%,i,16,7%,i,1%
CCOC(=O)C(C)Sc1ncc(OC)c(=O)[nH]1 (configuration not stated),-14%,6%,-1%,-6%,i,13,11%,i,-15%
Clc1ccc(CN2CCc3nc(Nc4ccc5c(c4)OCCO5)ncc3C2)cc1,-5%,-4%,15%,/,/,/,/,-46%[inhibitor],?
Cc1ccc(C)c(S(=O)(=O)N2CCN(CC(=O)Nc3cc(C)on3)CC2)c1,11%,7%,18%,-1%,i,4,6%,-21%,-1%
COC(=O)C1C(=O)/C(=C/N(C)C)C(=O)CC1(C)C (configuration not stated),4%,-4%,13%,0%,i,-13,0%,i,-20%
Fc1ccc(Cc2cn3cc(-c4ccccc4)nc3s2)cc1,10%,12%,12%,-5%,/,/,/,-39%[inhibitor],5.6µM*
C=CCN(CC=C)C(=O)c1ccc2nc(Cc3ccc(OC)c(OC)c3)oc2c1,-3%,-3%,15%,-11%,i,37,8%,-40%[inhibitor],121%[activator]
Cc1ccc2nc(NC(=O)C3CCN(S(=O)(=O)c4cccnc4)CC3)sc2c1,0%,-16%,18%,-2%,i,3,-1%,-42%[inhibitor],?
CC(=O)c1sc(NC(=O)CSC(C)C(=O)Nc2cc(C)on2)nc1-c1ccccc1 (configuration not stated),34%,-7%,13%,1%,i,4,2%,-11%,-2%
CCCN(CCC)CCCNC(=O)c1cc2c(-c3ccc(Cl)cc3)nn(C)c2s1,12%,-19%,-8%,/,/,/,-7%,?,-9%
O=C(Cc1csc(Nc2nc(=S)[nH]c3ccccc23)n1)NCCCN1CCN(c2ccccc2F)CC1,38%,2%,13%,3%,i,-69*,-12%,15%,?
